# M1 ag parental – counter-screen for M1 agonists: effect in parental CHO-K1 cells. AID 602248. activation, % at 3 µM. hit rate 0.48% among 360,000. Fluo-8 calcium fluorescence; scaled to maximal ATP response, vehicle zero; in the data active = activation above about 15%;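 note: untransfected CHO-K1 host cells lacking M1 receptor as counterscreen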
# CHRM1 antagonist – antagonists of human M1 muscarinic receptor. P11229. AID 588852. hit rate 1.3% among 360,000. CHO-K1 hM1, Fluo-8 calcium fluorescence, ACh EC80 antagonist. inhibition, % at 3 µM;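 active = percent inhibition above its own plate's cutoff, namely the mean of that plate's compound wells plus 3 SD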;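 note: peak over basal fluorescence ratio during 140 s after agonist addition; 0% = ACh EC80 plus DMSO and 100% = DMSO alone without agonist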
# Target sequence (P11229 whole entry, looked up): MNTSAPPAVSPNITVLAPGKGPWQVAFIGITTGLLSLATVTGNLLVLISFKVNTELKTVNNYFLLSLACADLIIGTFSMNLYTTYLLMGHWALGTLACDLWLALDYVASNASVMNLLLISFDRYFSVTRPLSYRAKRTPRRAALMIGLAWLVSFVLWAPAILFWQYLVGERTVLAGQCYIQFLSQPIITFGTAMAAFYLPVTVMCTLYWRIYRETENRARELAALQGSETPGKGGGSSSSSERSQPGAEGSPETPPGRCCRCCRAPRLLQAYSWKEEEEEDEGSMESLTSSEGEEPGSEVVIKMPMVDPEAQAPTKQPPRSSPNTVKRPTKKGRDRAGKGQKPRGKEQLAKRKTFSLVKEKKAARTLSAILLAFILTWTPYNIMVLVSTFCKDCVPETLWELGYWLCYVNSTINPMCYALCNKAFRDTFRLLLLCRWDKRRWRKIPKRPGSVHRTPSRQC
# M1 ag – activates human CHRM1 receptor; CHO-K1 hM1, Fluo-8 calcium fluorescence, agonist mode; 0% DMSO, 100% acetylcholine EC100; activation, % at 3 µM; hit rate 0.33% among 360,000; AID 588814;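 active = activation above the run's mean compound activation plus 3 SD, cut at about 16% in these data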;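 note: peak over basal fluorescence ratio within a 140 s kinetic read after compound addition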
# TAAR1 antag – human TAAR1 antagonism; CHO RD-HGA16 TAAR1, Fluo-8 calcium fluorescence, antagonist; inhibition, % at 3 µM; hit rate 1.5% among 360,000; AID 624466;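 active = inhibition above a per-plate cutoff, the mean inhibition of test compounds on that plate plus 3 SD, cut at about 49% in these data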;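 note: 0% = DMSO plus EC80 beta-PEA response and 100% = DMSO alone without agonist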
# Target sequence (Q96RJ0 whole entry, looked up): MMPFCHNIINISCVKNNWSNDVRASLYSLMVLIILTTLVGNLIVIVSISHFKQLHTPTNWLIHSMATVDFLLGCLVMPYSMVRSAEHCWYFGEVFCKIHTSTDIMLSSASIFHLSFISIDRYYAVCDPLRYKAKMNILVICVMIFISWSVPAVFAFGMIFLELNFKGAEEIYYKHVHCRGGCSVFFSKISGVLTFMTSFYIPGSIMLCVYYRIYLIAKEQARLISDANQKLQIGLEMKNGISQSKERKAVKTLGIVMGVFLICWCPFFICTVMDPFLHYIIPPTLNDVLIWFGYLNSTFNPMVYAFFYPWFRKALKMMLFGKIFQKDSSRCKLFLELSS
#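 Material: RD-HGA16 CHO cells with stable hTAAR1 and Gα16; Dosing: single nominal final test compound concentration of 3 µM; Schedule: seeding 17-24 h prior, 75-min 37 °C, 30-min RT dye loading; Detection: kinetic Fluo-8 calcium fluorescence measurement; Measure: % inhibition from peak post-agonist over basal fluorescence ratio; Benchmarks: vehicle and agonist controls.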
# CHO-K1 Ca antag – counter-screen for M1 antagonists: effect in parental CHO-K1 cells. hit rate 0.6% among 360,000. ATP-induced calcium, Fluo-8 fluorescence. inhibition, % at 3 µM;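 active = inhibition above a per-plate cutoff, the plate's mean sample inhibition plus 3 SD, cut at about 24% in these data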;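 note: 0% = DMSO plus EC80 ATP and 100% = DMSO alone without ATP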
# TAAR1 agonist – agonists of human TAAR1; Q96RJ0; CHO RD-HGA16 TAAR1, Fluo-8 calcium fluorescence; vehicle wells 0%, saturating PEA agonist 100%; activation, % at 3 µM; hit rate 0.99% among 360,000; AID 624467;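 active = activation above the mean activation of all test compounds in the run plus 3 SD, cut at about 38% in these data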
#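 System: CHO-derived RD-HGA16 cells with stable Gα16 and human TAAR1. Times: 17-24 h plating, Fluo-8 75 min 37 °C, 30 min RT. Measured by: calcium-sensitive Fluo-8 signal, excitation 470-495, emission 515-575 nm. Read-out basis: % activation relative to PEA EC100 response. Control set: DMSO and PEA EC100. Repeats: no replicates (n 1).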
# CHO parental Ca – counter-screen: ATP calcium response change in parental CHO cells; parental CHO-K1, ATP-induced calcium, Fluo-8 fluorescence; inhibition, % at 5.6 µM; hit rate 0.63% among 330,000;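 active = inhibition above that plate's mean sample inhibition plus 3 SD, cut at about 26% in these data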;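 note: 0% = ATP-challenged DMSO wells and 100% = DMSO wells without ATP; some compounds past the cut are filed as inactive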
#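 Assay system: untransfected parental CHO cell line. Also added: ATP agonist challenge. Dosing: one dose, 5.6 µM nominal. Measured by: Fluo-8 fluorescence. Read-out: % inhibition. Benchmarks: ATP wells versus no-ATP DMSO wells. Repeats: no replicates.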
# M1 PAM parental – nonselective activator or artifact in parental CHO-K1 calcium assay; ATP EC20, Fluo-8 calcium fluorescence; 0% at ATP EC20, 100% at ATP max; activation, % at 3 µM; hit rate 0.02% among 360,000;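 active = activation above the run cutoff, the mean activation of all test compounds plus 3 SD, cut at about 40% in these data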;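 note: peak over basal fluorescence ratio in a 140 s read after ATP addition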
# CHRM1 PAM – potentiates human M1 receptor response to acetylcholine | P11229 | hit rate 0.088% among 360,000 | CHO-K1 hM1, Fluo-8 calcium fluorescence, ACh EC20; 0% = ACh EC20, 100% = maximal ACh | AID 588819 | activation, % at 3 µM; in the data active = activation above about 19%, passing the limit was not always enough
# Numbers without * were called inactive; x = not tested or not shown.
compound	M1 ag parental	CHRM1 antagonist	M1 ag	TAAR1 antag	CHO-K1 Ca antag	TAAR1 agonist	CHO parental Ca	M1 PAM parental	CHRM1 PAM
COc1cccc(C(=O)CSc2nnc(-c3cc(OC)c(OC)c(OC)c3)o2)c1	1.5	-2.5	-3.0	35.1	-16.2	5.3	-5.4	8.9	3.1
O=C(CSc1ccc2ccccc2c1)Nc1ccc(S(=O)(=O)Nc2nccs2)cc1	0.3	-8.2	-7.8	-9.7	1.9	6.7	-6.1	10.4	5.3
C/C(CC(=O)C(F)(F)F)=N\NC(=O)/C(C#N)=C/N(C)C	1.3	1.6	-2.8	-4.2	-9.9	10.5	10.3	13.2	5.1
Cc1noc(C)c1S(=O)(=O)Nc1ccc2c(c1)CC(=O)N([C@H](C)CO)C[C@H](C)[C@H](CN(C)S(=O)(=O)c1ccc(F)cc1)O2	0.1	14.3	-9.6	-1.2	-10.8	10.0	-16.1	11.8	-12.8
Cc1ccc(-n2c(SCC(=O)OC(C)C)nnc2-c2ccco2)cc1	0.7	-14.6	-1.6	-19.9	-13.3	-2.0	-18.9	25.8	17.1
COCCn1c(SCC(=O)Nc2cccc(S(N)(=O)=O)c2)nc2ccccc21	0.5	-6.3	-5.1	-4.0	0.1	3.8	-5.8	4.1	4.5
COc1ccccc1N1CCN(C(=O)c2sc3ncn(CC(=O)N4CCC(C)CC4)c(=O)c3c2C)CC1	5.9	-8.8	-0.2	1.1	-9.1	6.5	-11.0	5.0	3.4
CN(C)S(=O)(=O)c1ccc2c(c1)C(=NNC(N)=O)c1cc(S(=O)(=O)N(C)C)ccc1-2	4.4	2.8	-5.3	-28.3	-10.1	5.8	x	16.6	2.7
NS(=O)(=O)c1ccc(CNC(=O)c2ccc(Br)o2)cc1	0.0	-10.7	-2.2	9.0	-7.4	3.4	-3.5	0.4	5.5
COc1ccc(N2CCC(CNC(=O)Nc3ccc(Cl)cc3)C2)cc1 (stereo not given)	6.8	19.2	-0.5	11.6	5.4	4.0	15.4	-10.6	-10.6
COc1ccc(NC(=O)C2CCCN2S(=O)(=O)c2ccc3c(c2)CCC(=O)N3)cc1 (stereo not given)	-0.2	-13.2	-2.8	-10.5	-2.5	0.0	-17.3	12.5	11.9
COc1cc(Cl)ccc1NC(=S)N(CCCN1CCOCC1)Cc1cn(C)c2ccccc12	0.7	-7.4	-5.7	0.8	-1.4	-0.5	-14.5	10.2	8.4
O=C(CN1CCN(c2ccccc2F)CC1)c1ccc2cc[nH]c2c1	0.9	-4.3	-3.9	6.7	0.6	11.1	-13.1	15.2	1.0
CCOC(=O)N1CCN(c2c(NCc3ccc(N(C)C)cc3)c(=O)c2=O)CC1	-0.4	-19.8	7.5	-17.1	-1.9	0.4	-7.8	-11.0	17.4
COc1ccc(-n2nccc2-c2nn(-c3cccc(OC)c3)c(=O)n(C)c2=O)cc1	4.4	-69.7	-6.4	7.6	0.7	0.9	-20.5	21.7	19.3
Cn1cc(CN2CCC(C(O)CCc3ccccc3)CC2)c(-c2ccccc2F)n1 (stereo not given)	1.0	-1.9	-10.0	-2.5	-10.9	2.3	-6.5	21.5	-5.0
Cc1cc(C)n(CCNC(=O)[C@H]2O[C@@H](n3ccc(=O)[nH]c3=O)[C@H](O)[C@@H]2O)n1	-0.5	-33.0	1.1	-3.5	-1.1	-0.1	x	-8.7	8.2
C=CCn1c2ccccc2c2nnc(SCC(=O)NC(C(=O)OC)C(C)C)nc21 (stereo not given)	1.1	1.1	-4.3	-2.0	-11.2	2.9	-9.7	13.0	3.3
O=C1C(Cl)=C(N2CCCC2)C(=O)N1c1ccc(F)cc1	0.8	-9.9	-5.5	4.2	-16.7	1.0	-9.2	18.5	7.6
O=C(NCC(c1ccccc1Cl)N1CCCC1)C1CCN(C(=O)Nc2ccccc2)CC1 (stereo not given)	0.5	20.4	-8.3	-2.8	-14.7	-2.5	-5.0	10.2	-19.4
Cc1ccc(C(=O)N/N=C\c2cccn2C)cn1	-0.2	-25.8	3.6	1.3	20.6	7.9	-18.0	-5.5	3.7
O=C(Nc1ncccc1Cl)C1COc2ccccc2O1 (stereo not given)	0.4	-20.5	-12.2	-20.0	-21.2	2.4	1.8	14.3	15.3
COc1cc(/C=C/C(=O)OCC(=O)NCCc2ccccc2)ccc1OC(F)F	1.5	-3.6	-3.6	-5.1	-5.4	0.4	-21.2	-12.4	-2.6
O=C(NC(=S)Nc1ccccc1[N+](=O)[O-])c1ccco1	1.9	-4.8	-6.0	7.7	-7.5	4.7	-6.8	15.4	3.4
Cc1ccc(-n2c(SCC(=O)Nc3cccc(S(=O)(=O)NC4=NCCCCC4)c3)nc3ccccc3c2=O)cc1C	0.4	-5.7	-7.5	-13.3	-9.0	2.1	-13.1	13.9	1.1
O=C(Nc1ccc(Cl)cc1)Nc1ccccc1NS(=O)(=O)c1cccs1	15.5*	33.5*	2.1	9.0	34.4*	14.6	-7.4	-1.7	-26.1
CCCCn1c(N)c(N(CCC(C)C)C(=O)CC2CCCCC2)c(=O)[nH]c1=O	0.6	-19.1	0.6	-12.2	5.0	1.4	-11.3	3.8	7.0
O=[N+]([O-])c1ccccc1C=NN1CCCCCC1	-0.2	0.4	-1.8	-16.5	-2.5	-0.7	x	-11.1	-6.5
COc1cc2[nH]c(=O)n(Cc3ccc(C(=O)NCC4CCCO4)cc3)c(=O)c2cc1OC (stereo not given)	0.1	-1.1	-3.6	-24.7	-5.7	0.9	-6.7	13.2	5.3
COc1cc(C2c3cc4c(cc3C(OC3OC5COC(c6cccs6)OC5C(O)C3O)C3COC(=O)C23)OCO4)cc(OC)c1O (stereo not given)	0.2	-37.8	0.7	-17.8	-3.9	0.8	1.8	14.9	6.6
N=C(N)SCP(=O)(c1ccccc1)c1ccccc1	0.1	-4.4	-7.4	-9.8	-4.7	6.1	-1.2	-8.1	9.0
COc1cc2ccccc2cc1C(=O)NC(=S)Nc1cccc(C(=O)O)c1C	0.3	-24.5	-6.0	-36.7	-10.8	3.7	-11.1	9.6	7.2
O=C(O)c1cccc(NC2=C(Cl)C(=O)c3ccccc3C2=O)c1	-0.3	7.2	-5.3	9.5	12.1	-1.3	x	11.1	3.7
NCc1cccc(CNc2ccc([N+](=O)[O-])cc2C(N)=O)c1	0.3	-8.5	-11.2	7.7	-11.8	1.9	-8.4	26.4	8.0
Cc1noc(NS(=O)(=O)c2ccc(N/C=C/C(=O)c3ccc4c(c3)OCO4)cc2)c1C	0.5	-3.3	-3.5	-1.1	-5.6	1.9	-10.5	5.7	7.6
CCOC(=O)N1CCC(N2Cc3cccc(C(=O)N4CC(C)CC(C)C4)c3C2=O)CC1 (stereo not given)	-0.1	-9.4	-5.3	-19.9	-5.2	2.8	-19.8	18.2	15.2
CCN(CC(=O)Nc1ccc(NC(C)=O)cc1)C(=O)C1COc2ccccc2O1 (stereo not given)	0.1	19.1	-0.1	-0.8	9.2	1.0	-7.4	-3.0	-2.6
CCCCC(=O)N1CCCC(c2nc3c(nnn3Cc3cc(C)ccc3C)c(=O)[nH]2)C1 (stereo not given)	1.5	-3.2	-6.9	9.9	-7.5	7.6	-27.9	18.0	-1.9
COCCn1c(SCC(=O)NC(=O)NC2CCCCC2)nc2ccccc2c1=O	0.1	5.5	-3.0	-3.8	-9.3	6.6	-7.8	-4.8	4.7
CCOC(=O)NC(=O)/C(C#N)=C\Nc1ccc(Cl)cc1Cl	0.1	10.7	-6.2	-5.7	-2.2	5.3	-8.2	-5.3	-3.4
S=c1[nH]nc(CSc2nc3ccccc3s2)o1	-0.1	8.8	-1.1	7.2	-3.8	2.5	0.5	-0.7	-0.9
CCOCCn1c(SC(C)C(C)=O)nc2c1c(=O)[nH]c(=O)n2C (stereo not given)	-0.2	-13.0	-1.1	10.4	-11.1	0.9	3.8	-3.3	11.3
Cc1nccn1S(=O)(=O)c1ccc(Br)cc1Br	0.6	-14.2	-2.9	-16.0	-4.2	3.2	-14.0	12.1	9.0
COc1ccc(/C=N/Nc2nc(=O)[nH]nc2C)cc1[N+](=O)[O-]	-0.1	-6.4	2.9	-8.2	6.3	2.4	-8.7	-4.6	4.8
COc1cc(Cl)cc2c1Sc1ccccc1/C2=C/CCN(C)C	1.3	68.4*	-4.0	x	-9.5	x	-10.4	18.7	-23.7
Cc1nnc(-n2cnc3ccccc32)c2ccccc12	-0.1	-7.6	-1.8	3.8	-11.7	6.3	-6.8	12.1	4.8
Cc1ccc(-c2nn(-c3ccc(F)cc3)cc2C(=O)NCC2CCCO2)cc1 (stereo not given)	0.5	-13.5	-3.1	10.3	-13.4	-0.3	-30.6	1.1	3.0
Cc1ccsc1C1C(C#N)=C(N)OC2=C1C(=O)CC(C)C2 (stereo not given)	0.0	-11.6	-6.1	1.0	-14.0	-1.6	-11.9	10.1	12.5
CCc1ccccc1NC1c2ccccc2C(=O)N1c1cc(C)ccn1 (stereo not given)	0.2	-9.6	-6.7	-27.3	1.7	-1.7	-15.9	20.9	3.7
O=C(Nc1ccc2c(c1)OCO2)c1ccc2nc[nH]c2c1	0.4	-26.9	-1.6	7.9	-8.6	12.2	-11.1	13.6	1.6
CC1CCC/C(=N\NC(=O)c2ccncc2)C1 (stereo not given)	0.0	-10.6	-2.1	-12.5	4.6	-0.5	-10.5	14.6	9.7
Cc1ccc(-c2nn(-c3ccccc3)cc2C(=O)N2CCOCC2)cc1	0.1	-0.3	-1.6	3.2	2.7	19.4	-21.1	3.6	4.1
CCOc1ccc(Nc2ncnc3c2cnn3C)cc1	1.0	-10.0	-3.8	-12.2	-15.7	1.4	-11.2	23.7	4.4
COc1ccc(CN(C2CCCC2)S(=O)(=O)c2ccc(-n3cnnn3)c(OC)c2)cc1OC	3.7	18.6	-5.0	32.1	-16.2	20.9	-14.8	10.0	-4.9

# Results in CHO-K1 Ca antag (four entries from above):
smiles | CHO-K1 Ca antag
CCc1ccccc1NC1c2ccccc2C(=O)N1c1cc(C)ccn1 (stereo not given) | 1.7
O=C(Nc1ccc2c(c1)OCO2)c1ccc2nc[nH]c2c1 | -8.6
CC1CCC/C(=N\NC(=O)c2ccncc2)C1 (stereo not given) | 4.6
Cc1ccc(-c2nn(-c3ccccc3)cc2C(=O)N2CCOCC2)cc1 | 2.7
